DT40 TDP1 CPT = DT40-hTDP1 cell growth loss with CPT; Potency, µM (series often up to 46.2 µM), for inactives: at the highest dose activity change, negative = growth inhibition, actives largely listed as inhibitors; chicken DT40 Tdp1-/-;hTDP1 cells + 20 nM CPT, ATP luminescence, 48 h; 12% of 420,000 active; note: nearly all actives have a fitted effect of over 55% in size
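Cell growth measured by CellTiter-Glo luminescence after a minimum 48 h, 37 C compound exposure with 20 nM CPT in Tdp1-knockout DT40 cells stably expressing hTDP1, seeded 400/well; qHTS titration format.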
KAT2A inh = blocks human GCN5L2 histone acetyltransferase | GCN5L2 HAT assay, ThioGlo1 CoA-SH fluorescence | 0.21% of 390,000 active | Q92830 | Potency, µM (doses to about 58.9 µM), inactives show top-dose activity change, negative = inhibition, most hits filed as inhibitors | AID 504327
Target sequence (Q92830 whole entry, looked up): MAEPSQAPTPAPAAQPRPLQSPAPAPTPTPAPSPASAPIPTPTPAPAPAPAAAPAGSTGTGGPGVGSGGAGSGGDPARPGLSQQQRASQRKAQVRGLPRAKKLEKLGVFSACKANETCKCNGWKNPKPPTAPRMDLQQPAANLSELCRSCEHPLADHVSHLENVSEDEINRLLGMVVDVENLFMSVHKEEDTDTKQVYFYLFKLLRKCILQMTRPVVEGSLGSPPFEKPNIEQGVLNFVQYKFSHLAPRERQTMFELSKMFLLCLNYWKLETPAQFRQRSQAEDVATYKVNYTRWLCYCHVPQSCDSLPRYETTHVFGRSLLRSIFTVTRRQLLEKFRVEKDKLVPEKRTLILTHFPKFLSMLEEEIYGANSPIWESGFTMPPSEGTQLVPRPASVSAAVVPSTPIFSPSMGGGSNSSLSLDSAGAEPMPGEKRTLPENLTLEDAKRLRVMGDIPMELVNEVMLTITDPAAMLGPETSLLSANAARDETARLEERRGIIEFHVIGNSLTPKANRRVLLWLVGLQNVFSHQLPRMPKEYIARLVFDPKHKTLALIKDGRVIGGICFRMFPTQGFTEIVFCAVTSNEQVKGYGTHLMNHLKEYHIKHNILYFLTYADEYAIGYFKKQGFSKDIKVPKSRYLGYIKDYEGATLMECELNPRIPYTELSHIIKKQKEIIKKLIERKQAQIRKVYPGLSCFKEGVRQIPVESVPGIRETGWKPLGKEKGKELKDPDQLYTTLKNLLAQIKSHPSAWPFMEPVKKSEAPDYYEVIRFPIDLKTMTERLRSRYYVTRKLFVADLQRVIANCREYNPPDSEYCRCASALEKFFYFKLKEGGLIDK
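GCN5L2 (20 nM) in 50mM HEPES pH 7.5, 0.1mM EDTA, 0.01% Tween-20 preincubated 15 min with compounds at room temperature. Reaction started with H3(1-25) 75uM, acetyl-CoA 70uM, ThioGlo1 50uM; CoA-thiol fluorescence (Ex340/Em540) read at 0 and 20 min.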
FEN1 inh = inhibitors of human flap endonuclease 1. Potency, µM (series often up to 114 µM), for inactives: top-dose activity change, negative = inhibition, actives largely listed as inhibitors. Recombinant FEN1 flap cleavage, fluorescence, 15 min. 0.35% of 390,000 active. P39748; note: nearly all actives have a fitted effect of over 65% in size
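FEN1 at 10 nM preincubated with compounds 15 min at room temperature, then flap DNA substrate added at 50 nM final. Signal read at 0 and 15 min; concentration-response fitted with four-parameter Hill equation.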
Numbers without * were called inactive; ? = inconclusive; / = no result given; & = joins results of further samples; [ ] = another dose, or the depositor's remark. Calls come from the whole dose curve; as a rule, active = well fitted curve in the direction sought with a large enough effect; inconclusive = small, poorly fitted or top-dose-only effect, or another doubt; inactive = no such curve, though single readings can be large; an effect the other way counts as inactive or inconclusive. % is set by controls: 0 for no effect and ±100 for the full control effect; potency is the fitted concentration of half-maximal effect. A portion of the library. The share of hits here may be higher or lower than overall.

Order of values – KAT2A inh | FEN1 inh | DT40 TDP1 CPT
1. OCCC1CN(Cc2ccccc2O)CCN1CCCc1ccccc1 (stereo unspecified)
  2% | 19% | 0%
2. O=C(CSc1ccccn1)Nc1ccc2[nH]c(=O)[nH]c2c1
  -6% | -16% | 7%
3. CC1CCCC(C)N1C(=O)COC(=O)CCC1CCCC1 (stereo unspecified)
  0% | -15% | -11%
4. NS(=O)(=O)c1ccc(NS(=O)(=O)c2cccs2)cc1
  0% | 7% | -16%
5. Cc1cc(C(=O)CSc2nnc(-c3ccccc3)o2)c(C)n1CC1COc2ccccc2O1 (stereo unspecified)
  55%[activator] | -11% | ?
6. Cc1cc(C)cc(N(CC(=O)NCc2cccnc2)S(C)(=O)=O)c1
  0% | 1% | -9%
7. CCN(CC)CCNC(=O)C(=O)NCC1OCCN1S(=O)(=O)c1ccc2c(c1)OCCO2 (stereo unspecified)
  12% | -6% | -3%
8. COc1ccc(N2CC(C(=O)Nc3ccc(S(=O)(=O)N4CCOCC4)cc3)CC2=O)cc1 (stereo unspecified)
  -8% | 2% | -15%
9. Cc1nc(-c2ccc(O)c(O)c2)cs1
  -7%[0.501 µM] | -1% | 16µM*
10. COc1ccc(C(=O)C2CCN(C(=O)c3ccc(C)cc3)CC2)cc1
  1% | -2% | ?
11. O=C(CSCC(=O)NN=Cc1ccccc1O)NN=Cc1ccccc1O
  / | -4% | 5.8µM*
12. Cc1[nH]nc(SCC(=O)N2CCOCC2)c1[N+](=O)[O-]
  1% | -6% | 5%
13. COc1ccc2[nH]c(=O)c(CN(CCO)C(=O)NCc3ccccc3)cc2c1
  / | 1% | -23%
14. COc1ccccc1NC(=O)CN(c1cc(C)cc(C)c1)S(=O)(=O)c1c(C)[nH]c(=O)[nH]c1=O
  0% | 14% | -1%
15. Cn1c(-c2ccc(F)cc2)cnc1NCc1cccc(F)c1
  2% | -5% | ?
16. CC1(C)CC(=O)C=C(Nc2ccccc2O)C1
  -18% | 8% | 3%
17. C=CCN(C(=O)C1CC(=O)N(C2CCCC2)C1)c1nc(-c2ccc(S(C)(=O)=O)cc2)cs1 (stereo unspecified)
  -4% | 3% | 15µM*
18. CCOc1ccc(Cc2nc(C)c(CC(=O)N3CCOCC3)c(=O)[nH]2)cc1
  -5% | -10% | 13%
19. CN1CCC(=NNC(=O)CN(c2cccc(Br)c2)S(C)(=O)=O)CC1
  -3% | -2% | 5%
20. COc1ccc(C(=O)NNC(=O)CCC(=O)Nc2ccc(C)cc2C)cc1
  -5% | 14% | 12%
21. O=S(=O)(c1cccc(-c2nnc(SCc3nc4ccccc4s3)o2)c1)N1CCOCC1
  ? | -2% | 18µM*
22. COc1ccc(CNC(=O)c2cccc(NC3=NC4CS(=O)(=O)CC4S3)c2)cc1 (stereo unspecified)
  0% | 18% | 7%
23. O=C1C2C3C=CC(CC3)C2C(=O)N1c1ccc(F)cc1 (stereo unspecified)
  -14% | 3% | 7%
24. O=C(CSc1nnc(-c2cccc(S(=O)(=O)N3CCCC3)c2)n1-c1ccccc1)Nc1ccc(C(=O)O)cc1
  -24% | ? | -22%
25. O=C1CN(C(=O)c2ccc(S(=O)(=O)N3CCCCC3)cc2)C(c2ccc(F)cc2)c2cc(Br)ccc2N1 (stereo unspecified)
  -5% | 1% | 26µM*
26. COc1ccc(CCNC(=O)CCCn2c(=O)c3ccccc3n(Cc3ccc(F)cc3Cl)c2=O)cc1OC
  -2% | 38%[activator] | 5%
27. CCN(CC)c1ccc(C=C2C(=O)OC(C)(C(C)(C)C)OC2=O)cc1 (stereo unspecified)
  -3% | -13% | 1%
28. CCCNC(=S)N1CCC(C(=O)c2ccc(OC)cc2)CC1
  5% | -3% | -27%
29. COC(=O)[C@]1(Cc2ccccc2)N[C@H](CN(C)C(=O)Nc2ccc(Cl)cc2)[C@@H]2C(=O)N(C)C(=O)[C@@H]21
  -7% | 3% | ?
30. Cc1nn(-c2ccccc2)c(C)c1NC(=O)COC(=O)/C=C/c1ccccc1
  -5% | -3% | 1%
31. Cc1ccc(/C=N/N2CCN(c3ccncc3S(=O)(=O)N3CCCCC3)CC2)cc1
  -4% | -2% | ?
32. N#CCNC1CC(=O)N(c2ccccc2)C1=O (stereo unspecified)
  -7% | 22% | 4%
33. COc1ccc(NC(=O)c2cnn(-c3ccc(C)c(C)c3)c2C2CCNCC2)cc1OC
  -1% | 8% | ?
34. O=C(O)CCCCCCCCc1cn(CCc2c[nH]c3ccccc23)nn1
  5% | -1%&-4% | -1%&2%
35. O=C(CSc1nc2ccccc2o1)N/N=C/c1ccccc1
  13% | 14% | -20%
36. Cc1cc(C)cc(NC(=O)C2CCCN2S(=O)(=O)c2cccc3cccnc23)c1 (stereo unspecified)
  -5% | -13% | ?
37. O=C(Nc1ccc(F)cc1)C1CC2CCC1C2 (stereo unspecified)
  -1% | -14% | ?
38. O=C(Oc1coc(CSc2ncccn2)cc1=O)c1ccccc1[N+](=O)[O-]
  2% | 16% | -17%
39. O=C(Cn1ccc([N+](=O)[O-])n1)NCc1cccnc1
  -9% | 5% | 6%
40. Cc1ccc(S(=O)(=O)N2CCCC2)cc1C(=O)N1CCC(C)CC1
  -3% | 8% | ?
41. Clc1ccc(Nc2ncnc3c2nnn3Cc2ccccc2)cc1
  -18% | 4% | -13%
42. S=C(NCCCc1ccccc1)Nc1ccc(Cl)cc1
  3% | -9% | ?
43. CCc1ccccc1NC(=S)NC1CC2CCCC(C1)N2Cc1cccs1 (stereo unspecified)
  -11% | -13% | -25%
44. O=C(Nc1ccccc1F)N(Cc1ccc(F)cc1)Cc1nc2ccccc2c(=O)[nH]1
  -5% | 18% | -23%
45. COC(=O)C1=C(C)N(C)C(=O)/C1=C\c1ccco1
  -4% | 11% | 0%
46. COc1ccccc1NC(=O)c1ccccc1NS(=O)(=O)N1CCCC1
  2% | -2% | 1%
47. Cc1ccc(C(=O)NCCOc2ccc(Cl)cc2)cc1
  -2% | 11% | 12%
48. O=C(Oc1ccccc1/C=C\C(=O)c1cc2ccccc2o1)c1ccccc1
  -5% | -13% | 7.3µM*
49. CC(=O)Nc1ccc(/C=N/Nc2nc3ccccc3s2)cc1
  0% | 4% | -27%
50. Cc1nc(-c2ccc(C(=O)NCCO)cc2)cs1
  -4% | 0% | -13%
51. COc1ccc(C(=O)Nc2cc(S(=O)(=O)c3ccc(Cl)cc3)c(O)c(C)c2C)cc1
  1% | -5% | -29%
52. COc1cc(NC(=O)C2=C(N3CCOCC3)/C(=C\c3ccc(N(C)C)cc3)CCC2)cc(OC)c1OC
  -9% | -12% | 7.3µM*
53. COc1cc2ccccc2cc1C(=O)Nc1cccnc1
  -10% | -3% | -11%
54. Cc1cccc(C(=O)OC(C)C(=O)NC(=O)NC2CCCCC2)c1O (stereo unspecified)
  -9% | 4% | -19%
55. Cc1cccc(-n2c(-c3ccoc3C)n[nH]c2=S)c1
  -5% | -5% | -2%
56. CS(=O)(=O)c1ccc2nc(NC(=O)CC3CCCC3)sc2c1
  -5% | -15% | ?
57. S=C(Nc1ccccn1)NC1CCCC1
  13% | -7% | 0%
58. COc1ccc2oc(=O)c(-c3nc(-c4ccc(C)c(C)c4)cs3)cc2c1
  -6% | 1% | 5%
59. Cc1ccsc1/C=N/Nc1ncnc2nc[nH]c12
  -6% | -31% | -11%
60. COc1cc2c(cc1OC)C(c1ccccc1)NC(C)(C)C2 (stereo unspecified)
  -1% | 3% | -4%

Entries listed so far containing a nitro group on carbon (three):
Order of values – KAT2A inh | FEN1 inh | DT40 TDP1 CPT
12. Cc1[nH]nc(SCC(=O)N2CCOCC2)c1[N+](=O)[O-]
  1% | -6% | 5%
38. O=C(Oc1coc(CSc2ncccn2)cc1=O)c1ccccc1[N+](=O)[O-]
  2% | 16% | -17%
39. O=C(Cn1ccc([N+](=O)[O-])n1)NCc1cccnc1
  -9% | 5% | 6%

Next section.
Order of values – KAT2A inh | FEN1 inh | DT40 TDP1 CPT
61. COc1ccc2oc3ccccc3c(=O)c2c1
  -4% | 2% | 6%
62. N#Cc1cc(Oc2cccc3cccnc23)c(-n2nnc3ccccc32)cc1C#N
  -27% | 8% | 7.1µM*
63. O=Cc1nc(-c2ccc(Cl)cc2)n2ccccc12
  0% | 3% | -4%
64. O=C(Cn1ccsc1=NC(=O)c1ccco1)c1ccccc1
  0% | -4% | -41%
65. Cc1ccc2c(c1)c1c3n2CCN(C(=O)c2cccc(C(F)(F)F)c2)C3CCC1 (stereo unspecified)
  -14% | -23% | ?
66. CC(C)NCCOCCOc1ccc(Cl)cc1Br
  -3% | -1% | ?
67. Cc1ccc(C)c(C(=O)OCC(=O)Nc2ccc(N3CCOCC3)cc2)c1
  -1% | 2% | 3%
68. COCCNC(=S)N1CCN(c2nc(-c3ccc(F)cc3)cs2)CC1
  -14% | 10% | ?
69. O=C(Nc1ccc2nsnc2c1)N1CCCCC1
  -8% | 2% | -2%
70. COc1ccc(Br)cc1CN(C)CC(=O)NCCc1ccc(S(N)(=O)=O)cc1
  -2% | -4% | -30%
71. O=C(/C=C/c1ccccc1)OCC(=O)N1CCCC1
  -2% | 1% | 1%
72. O=C(COc1ccc(Cl)cc1Cl)NNC(=S)NCc1ccco1
  3% | 13% | ?
73. Cc1cc(-c2ccccc2)c2nncn2n1
  -5% | -15% | -9%
74. COc1ccc(OCc2cc(C(=O)N3CCCCCCC3)no2)c(Cl)c1
  -7% | -19% | -16%
75. O=C(Nc1cccnc1Cl)c1cnn2c1NC(=C1CC1)C=C2C(F)F
  / | 10% | ?
76. O=C(COC(=O)c1ccc2c(c1Cl)C(=O)c1ccccc1C2=O)NC1CC1
  -8% | -25% | ?
77. Cc1c(Cl)cccc1NC(=O)CN(C1CCCCC1)S(C)(=O)=O
  -6% | 14% | ?
78. CCCc1ccc2oc(C(=O)N3CCN(C4CCS(=O)(=O)C4)CC3)c(C)c2c1 (stereo unspecified)
  ? | 0% | -10%
79. COc1ccc(C(=O)NCC(c2ccccc2)c2ccccc2)cc1S(=O)(=O)N1CCOCC1
  / | 16% | ?
80. COc1ccc(OC)c(CNC(=O)CCc2cn(C)c3ccccc23)c1
  -20% | 11% | -18%
81. CCOc1ccccc1NC=C1C(=O)OC2(CCCCC2)OC1=O
  -3% | -1% | -4%
82. CC(NS(=O)(=O)c1ccc([N+](=O)[O-])cc1)C(c1cccs1)N1CCOCC1 (stereo unspecified)
  -10% | -6% | ?
83. O=CNCC(=O)NC1CCCCCC1
  -23% | 6% | -5%
84. CCN(CC)CC(=O)N1CCCC(C(=O)c2ccccc2OC)C1 (stereo unspecified)
  0% | -3% | 2%
85. COC(=O)C[C@H]1c2ccc(C(F)(F)F)cc2S(=O)(=O)N1Cc1ccccc1
  / | -10%&-13% | 1%&-10%
86. COc1ccccc1NC(=O)Cn1cnc2c(oc3ccccc32)c1=O
  -9% | 1% | -12%
87. COc1ccc(NC(C)C(=O)N/N=C/c2ccccc2OCc2ccc(Br)cc2)cc1 (stereo unspecified)
  -4% | -6% | ?
88. NS(=O)(=O)c1ccc(CNC(=O)c2cc(-c3ccccc3)nc3ccccc23)cc1
  -18% | 4% | -5%
89. N#Cc1c(-c2ccccc2)nc(N2CCN(Cc3ccccc3)CC2)[nH]c1=O
  0% | 10% | -3%
90. Cn1c(Oc2ccc(F)cc2F)c(C=O)c2ccccc21
  -6% | -21% | -12%
91. COc1cc2[nH]c(=S)n(N(C(C)=O)C(C)=O)c(=O)c2cc1OC
  -10% | 4% | -21%
92. CC(C)(C)NC(=O)CSc1nnc(Cc2ccc3c(c2)OCO3)n1C1CCCCC1
  -10% | 6% | -10%
93. O=C(Nc1ccc2ncccc2c1)c1ccccc1Cl
  -1% | 24% | 8%
94. O=C(Cn1cc(CNC(=O)C2CCCCC2)nn1)Nc1cc(C(F)(F)F)ccc1Cl
  -12% | 2% | /
95. COc1ccccc1N1CCN(C(=S)Nc2cccc(C)c2)CC1
  -11% | -15% | 23µM*
96. COc1ccc(NC(=O)c2ccc3c(SCC(=O)O)c4c(nc3c2)CCC4)c(OC)c1
  -23% | -7% | 0%
97. COc1cc2c(cc1OC)CN(Cc1ccccc1)CC2
  -4% | -2% | -1%
98. O=C(Nc1ccccc1C(F)(F)F)N1CCC(N2CCCCC2)CC1
  -10% | 6% | -1%
99. COCCNC(=O)CN(c1ccc(C)cc1)S(=O)(=O)c1ccc(SC)cc1
  1% | -12% | 2%

2 entries from above, with bars between the fields:
item | Molecule | KAT2A inh | FEN1 inh | DT40 TDP1 CPT
94 | O=C(Cn1cc(CNC(=O)C2CCCCC2)nn1)Nc1cc(C(F)(F)F)ccc1Cl | -12% | 2% | /
99 | COCCNC(=O)CN(c1ccc(C)cc1)S(=O)(=O)c1ccc(SC)cc1 | 1% | -12% | 2%

Screening data: PubChem BioAssay, National Center for Advancing Translational Sciences (NCATS)
